SSB-PriA inh = inhibitors of Klebsiella pneumoniae PriA binding to SSB C-terminal tail | AlphaScreen SSBct-PriA binding, biotinylated peptide | inhibition, % at 33 µM | hit rate 0.6% among 430,000 | AID 1272365; in the data active = inhibition mostly above about 37%, no sharp cut-off; inactive = mostly below about 20%;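 note: plate controls were negative control peptide for no effect and reference peptide for full effect; strong numbers were not always called active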
Active calls of the source: *; & = joins results of further samples.

SMILES	SSB-PriA inh
Cc1cccc(NC(=O)Cc2cc(=O)[nH]c(SCc3ccccc3)n2)c1C	-2
O=C(CCCSc1ccc(NC(=O)C2CC2)nn1)NC1CCCCCC1	-2&4
O=C(NCCCS(=O)(=O)N1CCN(c2ccccn2)CC1)C1CC1	2
O=C(c1ccsc1)c1ccc(CNC(=O)C2CCC2)s1	-3
CCOC(=O)Nc1ccccc1NC(=O)OCC	-13
O=C(NCCc1csc(-n2cccn2)n1)c1ccc(S(=O)(=O)N2CCOCC2)cc1	-15
Cc1noc(C)c1S(=O)(=O)NCC(c1cccs1)N(C)C (configuration not stated)	4
CC1CN(C(=O)Cn2cc(SCc3cccc4ccccc34)c3ccccc32)CC(C)O1 (configuration not stated)	-10
Cc1ccc(C=NNC(=O)c2csnn2)cc1	2
COc1ccc(C=NNC(=O)COc2cccc3ccccc23)c(C(=O)O)c1OC	-8
CO[C@@]1(CNC(=O)C(=O)Nc2ccccc2SC)CCSC1	-4
CSc1ncccc1C(=O)NCC(c1ccc2c(c1)OCO2)N1CCN(c2ccccc2F)CC1 (configuration not stated)	-10
Oc1ccc(C=NNC(=S)N2CCOCC2)cc1	6
Cc1c(NC(=O)[C@@H]2CCCCN2S(=O)(=O)c2ccc(Cl)cc2)c(=O)n(-c2ccccc2)n1C	-22
COc1cccc(C=NNc2ccc(Cl)nn2)c1OC	-15
CC(C)NC(=O)c1cc(=O)c(OCc2ccccc2)co1	-14
Cc1cccc(NC(=O)CN2CCC(c3nn(C)c(=O)n3-c3ccccc3)CC2)c1C	-18
O=C(NCC#CCOc1cccc(C(F)(F)F)c1)c1ccccn1	-34
COc1ccc(Nc2c(C#N)cnc3c(OC)cccc23)cc1Cl	2
Cc1nn(-c2ccccc2)cc1C=NNS(=O)(=O)c1ccccc1	2
O=C(CNC(=O)c1cccnc1)NN=Cc1cc(Br)c(O)c(Br)c1	1
O=C(O)C1CCCCC1C(=O)Nc1cccc(Cl)c1 (configuration not stated)	-3
O=C(NC1CC(O)C(CO)C1)c1ccc(-n2cccc2)cc1 (configuration not stated)	-4
O=c1[nH]c(O)c(N=Nc2ccc(OC(F)F)cc2)c(=O)[nH]1	-9
Cc1cc(C)c(S(=O)(=O)Nc2ccc3c(c2)CCCN3S(=O)(=O)c2ccc(F)cc2)c(C)c1	1
(listing goes on)
SMILES	SSB-PriA inh
O=C(c1cc(-c2ccco2)on1)N1CC(Oc2nc3c(C(F)(F)F)cccc3s2)C1	-5
O=C(NCCn1ncccc1=O)c1ccc(-c2ccccc2)cc1	-8&-2
COc1ccc(OC)c2sc(N(Cc3ccccn3)C(=O)CSc3ccc(Cl)cc3)nc12	8&16
Cc1ccc(CC(=O)Nc2nc(-c3ccc(F)cc3)cs2)c(C)c1	-13
Cc1c(CNS(=O)(=O)CCOc2ccccc2)sc2nc(-c3ccc(F)cc3)cn12	-3
CONC(=O)C1CCCN(Cc2nc(-c3cccs3)no2)C1 (configuration not stated)	-1
COc1cc(C=NNC(=O)c2ccc3c(c2)OCO3)ccc1O	-17
CC(C)CCN1C(=O)C(C)(C)COc2ccc(NC(=O)Cc3cccs3)cc21	23
Cc1ccccc1CSC1=NS(=O)(=O)c2ccccc2N1Cc1ccccc1	4
O=C(NCc1cc(-c2ccncc2)n(C2CCCC2)n1)C1(c2cccs2)CCCC1	-7
COc1ccc(C(CNC(=O)c2ccccc2Cl)N2CCN(C)CC2)cc1 (configuration not stated)	-27&-3
O=S(=O)(NCCOc1cccc(C(F)(F)F)c1)c1ccc(Cl)s1	-52
O=C(NCC1CCN(c2ccncc2)CC1)c1ccc(Cl)s1	-12
CC(C)c1ccc(C=NNC(=O)CC(=O)NCc2ccccc2)cc1	-14
COc1cn(CC(=O)Nc2ccc3c(c2)OCCO3)c(CSc2ccc(Cl)cc2)cc1=O	6
Cc1cc(SCC(=O)Nc2cc(Cl)ccc2Cl)nc(-c2cccnc2)n1	-9
O=C(NCCc1csc2nc(-c3ccc(F)cc3)nn12)c1ccc(Br)o1	9
CCOC(=O)N1CCN(c2csc3ccc(Br)cc3c2=O)CC1	-1
COC(CNS(=O)(=O)c1ccc(N2CCCCS2(=O)=O)cc1)c1ccc(C)s1 (configuration not stated)	-2
COC(=O)c1ccc2c(c1)C(=O)/C(=C/c1cn(-c3ccccc3)nc1-c1ccc(OC)c(F)c1)O2	-6
CSc1ccc(C2C3C(=O)N(c4cccc(C(F)(F)F)c4)C(=O)C3ON2c2ccccc2)cc1 (configuration not stated)	11
CCCCCOCC1CC(CC(C)=NNc2nc(-c3ccccc3)cs2)C(=O)O1 (configuration not stated)	2
CNc1nn(CC(=O)Nc2ccc(C(C)C)cc2)c(N)c1-c1nc(-c2ccccc2C)no1	-5
NC(=O)CSc1ccc(NC(=O)C2CC2)nn1	-4
COc1cc2c(cc1OC)CN(S(=O)(=O)CCNC(=O)CSCc1ccccc1)CC2	-8

Part of the list above in order of heavy-atom count, lowest first:
SMILES	SSB-PriA inh
O=C(NCC1CCN(c2ccncc2)CC1)c1ccc(Cl)s1	-12
Cc1c(CNS(=O)(=O)CCOc2ccccc2)sc2nc(-c3ccc(F)cc3)cn12	-3
COc1ccc(OC)c2sc(N(Cc3ccccn3)C(=O)CSc3ccc(Cl)cc3)nc12	8&16

15 entries already listed, sorted by count of non-hydrogen atoms, falling.
SMILES	SSB-PriA inh
COC(=O)c1ccc2c(c1)C(=O)/C(=C/c1cn(-c3ccccc3)nc1-c1ccc(OC)c(F)c1)O2	-6
CSc1ccc(C2C3C(=O)N(c4cccc(C(F)(F)F)c4)C(=O)C3ON2c2ccccc2)cc1 (configuration not stated)	11
CNc1nn(CC(=O)Nc2ccc(C(C)C)cc2)c(N)c1-c1nc(-c2ccccc2C)no1	-5
COc1cn(CC(=O)Nc2ccc3c(c2)OCCO3)c(CSc2ccc(Cl)cc2)cc1=O	6
COc1cc2c(cc1OC)CN(S(=O)(=O)CCNC(=O)CSCc1ccccc1)CC2	-8
O=C(NCc1cc(-c2ccncc2)n(C2CCCC2)n1)C1(c2cccs2)CCCC1	-7
CCCCCOCC1CC(CC(C)=NNc2nc(-c3ccccc3)cs2)C(=O)O1 (configuration not stated)	2
Cc1ccccc1CSC1=NS(=O)(=O)c2ccccc2N1Cc1ccccc1	4
COc1ccc(C(CNC(=O)c2ccccc2Cl)N2CCN(C)CC2)cc1 (configuration not stated)	-27&-3
O=C(NCCc1csc2nc(-c3ccc(F)cc3)nn12)c1ccc(Br)o1	9
CC(C)c1ccc(C=NNC(=O)CC(=O)NCc2ccccc2)cc1	-14
O=C(NCCn1ncccc1=O)c1ccc(-c2ccccc2)cc1	-8&-2
CCOC(=O)N1CCN(c2csc3ccc(Br)cc3c2=O)CC1	-1
O=C(NCC1CCN(c2ccncc2)CC1)c1ccc(Cl)s1	-12
NC(=O)CSc1ccc(NC(=O)C2CC2)nn1	-4

Carrying on:
SMILES	SSB-PriA inh
O=C(NCCn1ncc2c(=O)n(Cc3cccc([N+](=O)[O-])c3)cnc21)c1ccc(C(F)(F)F)cc1	2
O=C(NCCCc1ccccc1)N1CCC(N2CCCC2=O)CC1	-25
Cc1sc(NC(=O)c2cc(Cl)sc2Cl)c(C#N)c1C	-16
CCCCCNC(=O)CCc1csc(NC(=O)Nc2cccc(Cl)c2)n1	-11
CC(C)NC(=O)CCCCn1c(=O)c2ccccc2n(CC(=O)NCCc2ccc(Cl)cc2)c1=O	-1
CC(C)n1c(=O)c2ccccc2n(Cc2nc(-c3ccccc3Cl)no2)c1=O	-25
COc1ccccc1NC(=O)C(Br)C(C)C (configuration not stated)	-5
Fc1ccc2nc(NCc3cccnc3)sc2c1	16
COc1ccc(CNC(=O)NCCCc2cnc3cc(C)nn3c2)cc1OC	-2
O=C(Nc1ccc(-c2cn3c(n2)SCC3)cc1)c1cc(-c2cccs2)[nH]n1	9
CN(C(=O)c1ncc(-c2ccccc2)o1)c1ccccc1	-5
O=C(NCc1cc(-c2ccc(F)cc2F)on1)C1CC(=O)N(c2ccccc2)C1 (configuration not stated)	0
CCOC(=O)Cn1c(C2CC(=O)N(CC(C)C)C2)nc2ccccc21 (configuration not stated)	-1
O=C(NCCNC(=O)c1c(F)cccc1Cl)c1ccc(NC(=O)C2CC2)cc1	1
O=C(Cn1nc(-c2ccc([N+](=O)[O-])cc2)ccc1=O)N1CCCC1	3
CC1(C)COc2ccc(NC(=O)Cc3cccc4ccccc34)cc2NC1=O	0&29
O=C(CCS(=O)(=O)Cc1ccccc1)NCc1ccccc1	1
COc1ccccc1/C=C/C=N\NC(=O)c1cc(C2CC2)[nH]n1	-6
COc1cccc2cc(C(=O)NCC(O)(c3cccs3)C3CC3)oc12 (configuration not stated)	-9
O=C(NCCCN1CCCC1=O)C(=O)NCc1cccs1	-5
O=C(Nc1ccc(Cl)cc1)N1CCC(c2nnc(-c3ccco3)s2)CC1	-6
CCOC(=O)c1sc(NC(=O)C2CCCN(c3ccc(=O)n(C)n3)C2)nc1C (configuration not stated)	-4
O=C(NCc1cccnc1-c1cccs1)c1ccno1	-11
COc1ccc(CCC(=O)NCCOc2cccc(C(F)(F)F)c2)cc1	-12
CC(C)(C)n1nc2c(c1NC(=O)[C@H]1CC(=O)N(c3ccc(Cl)cc3)C1)CS(=O)(=O)C2	-7
(further entries)
SMILES	SSB-PriA inh
O=C(CCCc1ccccc1)N1CCc2[nH]c(=O)ccc2C1	-11
COc1cccc(-c2cc(C(=O)NCCn3nc(-c4cccnc4)n(C4CC4)c3=O)[nH]n2)c1	0
CC(=O)Nc1ccc(C=NNc2nc3ccccc3[nH]2)cc1	7
CSc1ccc(NC(=O)c2ccc(F)cc2)nn1	-12
Cc1cc(F)ccc1S(=O)(=O)NCC1(O)Cc2ccccc2C1	-10
O=C(NS(=O)(=O)c1ccc2ccccc2c1)c1ccccc1O	-9
COCCNC(=O)Nc1nc2c(s1)C(=O)CC(C)(C)C2	-6
O=C(COc1ccccc1F)NCc1ccsc1	-1
CN(C)c1ccc(C(CNS(=O)(=O)c2ccc3c(c2)CCCC3)N2CCc3ccccc32)cc1 (configuration not stated)	-2
C=CCN1C(=O)C(C)(C)COc2ccc(NS(=O)(=O)C(C)C)cc21	-20
O=C(Nc1nnc(-c2ccc(Cl)s2)o1)c1cccc(N2C(=O)CCC2=O)c1	-10
CCOc1c(CC)cnc2c1c(=O)[nH]c(=O)n2C	-1
CC(=O)Nc1ccc(Nc2ccc(-n3nc(C)cc3C)nn2)cc1	3
Oc1c(Cl)cc(Cl)cc1C=Nc1nccs1	56*
Cc1c(C(=O)Nc2ncc(Cc3ccccc3)s2)nnn1-c1ccccc1	-7
CCOC(=O)c1ccn(C(C)C)n1	-8
NC(=Nc1nc2ccccc2o1)NC(=O)c1cccc(Br)c1	5
O=C(CCC(=O)Nc1ccccc1Cl)NN=C1CCCc2ccccc21	-20
Cc1c(Cl)cccc1S(=O)(=O)N(CCc1cccs1)C1CC1	-28
COC1C(OC(=O)/C=C/C=C/C=C/C=C/C(=O)O)CCC2(CO2)C1C1(C)OC1CC=C(C)C (configuration not stated)	3
Cc1ccccc1OCC(=O)N1CCC(Oc2ccccn2)CC1	-8
N#Cc1cccnc1N1CCC(CNC(=O)Nc2ccccc2Cl)CC1	-6
CCCC=NNC(=O)c1cc(-c2ccccc2)nc2ccccc12	2
O=C(COc1ccccc1)NCCn1nc(-n2cccn2)ccc1=O	-11
Cc1nn(C2CCS(=O)(=O)C2)c(C)c1N1CCN(S(=O)(=O)c2c(C)noc2C)CC1 (configuration not stated)	-3
New compounds follow:
SMILES	SSB-PriA inh
COc1c(C)cc(S(=O)(=O)NC[C@H](OC)c2ccco2)cc1C	-1
Cc1ccc(C=NNC(=O)Cn2nccc2C)o1	-9
CC(C)n1cnc(S(=O)(=O)N2CCC(S(=O)(=O)c3nccn3C)CC2)c1	0
COc1ccc(S(=O)(=O)N2CCC(S(=O)(=O)c3ccc(F)cc3)CC2)cc1Cl	-13
O=C(c1cc2cc(Br)ccc2oc1=O)N1CCN(c2ccc(Cl)cc2)CC1	6
COc1ccc(Br)c(C(=O)NCCn2ccnc2-c2ncccn2)c1	91*
O=S(=O)(Cc1ccccc1)N1CCOC(c2ccccc2)C1 (configuration not stated)	-26
CCCN1CCCc2cc(CCNC(=O)C(=O)Nc3ccc(OC)c(OC)c3)ccc21	44
COc1c(C)cnc(CSc2nc3c(sc4ncccc43)c(=O)n2Cc2ccco2)c1C	-24
Cc1ccc2nc(-c3ccc(NC(=O)Cc4csc(NC(=O)c5ccco5)n4)cc3)sc2c1	-5
CC(C)Sc1ccc(CC(=O)N(CCc2cccs2)C2CC2)cc1	2
O=C(NCC[C@@H](CCO)c1ccccc1)Nc1ccc2c(c1)OCO2	-7
COc1cc(COCC2CCN(C(=O)c3cc(C4CC4)on3)CC2)cc(OC)c1	-14
Cc1oncc1C(=O)NC(c1cccnc1)C1CCOCC1 (configuration not stated)	-24
NC(=O)Cn1c(-c2ccncc2)nc2ccccc21	-5
Cn1c(C=NNC(=O)c2ccccc2)nc2ccccc21	2
Cc1cccn2c(=O)c(C=NO)c(NCc3ccccc3)nc12	-3
CC(C)(C)NC(=O)CCN(N=Cc1ccncc1)C1=NS(=O)(=O)c2ccccc21	-4
CC(=O)NCC(C)(O)c1ccccc1 (configuration not stated)	-13
O=C(Cc1noc2ccccc12)Nc1ccccc1Cc1nc(-c2ccco2)no1	-20
NCCc1nc(CC(N)=O)no1	-21
CN(C1CCCCC1)S(=O)(=O)c1ccc(C(=O)Nc2ccccc2C#N)cc1	-17
Cc1cc(C)cc(Oc2ccccc2C=NO)c1	-1
COC(=O)c1ccccc1C(=O)N(Cc1ccccn1)c1nc2c(F)cc(F)cc2s1	-10
Cc1ccc(S(=O)(=O)N(C)c2ccc(C(=O)NCc3ccco3)cc2)cc1	4
Continuation.
SMILES	SSB-PriA inh
O=C(O)CC1SC(=NN=Cc2ccc(-c3ccc(Cl)c([N+](=O)[O-])c3)o2)NC1=O (configuration not stated)	-15
Nc1nonc1-n1nnc(C(=O)NN=Cc2cc(Br)cs2)c1-c1ccccc1	-14
CC(=O)c1cccc(NC(=O)CSc2nnc3scc(-c4ccc(Cl)cc4)n23)c1	-5
CC(C)C(=O)Nc1ccc(S(=O)(=O)NCC2CCN(C(=O)c3ccncc3)CC2)cc1	-5
O=C(CSc1nnc2ccc(-c3ccco3)nn12)Nc1ccc2c(c1)OCCO2	1
O=C(NCC(c1cccs1)N1CCc2ccccc21)c1ccc2c(c1)OCO2 (configuration not stated)	39*
Cc1noc(C)c1CSc1ncnc2scc(-c3ccc(F)cc3)c12	-10&-7

Source: PubChem (Small Molecule Screening Facility, UW Madison)

This is a subset; rates above refer to the full screens.
